Pf gametocyte – kills late stage P. falciparum gametocytes. inhibition, % at 10.9 µM. P. falciparum stage V gametocytes, ATP luminescence, 24 h. 150,000 tested, 0.065% active;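 active = inhibition above the mean plus 3 SD of compounds within the control limits, set per campaign, cut at about 38% in these data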;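 note: 0% = DMSO wells and 100% = medium only without gametocytes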
Rab7 wt modul – modulators of GTP binding to dog Rab7 wildtype GTPase. GST-Rab7 beads, fluorescent GTP binding, flow cytometry; actives lie on both sides; untreated = 100%, excess cold GTP = 0%. GTP binding activity (percent of control), % at 10 µM. 190,000 tested, 0.055% active;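 active = fluorescent GTP binding to Rab7 beads changed by at least 20 points from the 100% baseline, either direction, mostly lower; inconclusive = compound itself probably fluorescent, or too few beads counted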;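 note: median green fluorescence of bound Bodipy-FL-GTP per Rab7 bead population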
Rac1 wt GTP bind – modulators of human Rac1 wildtype GTP binding; GST-Rac1 beads, fluorescent GTP binding, flow cytometry; actives lie on both sides; 0 = cold GTP competed, 100 = untreated; AID 757; GTP binding activity (% of control), % at 10 µM; 190,000 tested, 0.27% active; P63000;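 active = GTP binding activity at least 20 points away from the 100% control level, either lower or higher; inconclusive = compound flagged as likely green fluorescent, judged across all proteins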
Rab2A wt mod – changes GTP binding to wildtype dog Rab2A, up or down. P61105. GST-Rab2 wt beads, Bodipy-GTP binding, flow cytometry. GTP binding activity, % at 10 µM. 190,000 tested, 0.19% active;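 active = GTP binding activity at least 20 points away from 100%, either lowered or raised; inconclusive = signal likely due to the compound's own green fluorescence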;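 note: 0% = beads with excess unlabeled GTP and 100% = no-compound control corrected for plate trend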
ABCG2 inh – blocks JC-1 efflux by human ABCG2 transporter; 190,000 tested, 0.1% active; inhibition, % at 6.6 µM; AID 1325; Q9UNQ0; IgMXP3 cells, flow cytometry;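 active = inhibition above 80%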;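 note: 0% = DMSO and 100% = nicardipine control wells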
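Assay system – ABCG2 IgMXP3 and barcoded ABCB1 CCRF-Adr cell mix · Input – 3 million cells/mL in well · Reagent – JC-1 fluorescent substrate · Compound – single test compound dose, 6.6 µM final · Timing – 10 min exposure at 25 °C with rotation, no wash · Detection – flow cytometry of retained JC-1 fluorescence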
HRas wt GTP – changes GTP binding to wildtype human HRas; AID 759; GTP binding activity, % at 10 µM; P01112; GST-Ras wt beads, Bodipy-FL-GTP binding, flow cytometry; actives lie on both sides; 190,000 tested, 0.14% active;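 active = GTP binding activity at least 20% away from the 100% baseline, either lowered as inhibitor or raised as activator; inconclusive = flagged as likely green fluorescent, judged across all proteins in the well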;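 note: 0% = unlabeled GTP competition control and 100% = no-compound control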
ABCB1 block – blocks JC-1 efflux by human ABCB1 transporter; CCRF-Adr cells, flow cytometry; 190,000 tested, 0.067% active; inhibition, % at 6.6 µM; in the data active = inhibition above about 40%;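 note: 0% = vehicle and 100% = reference inhibitor; higher value means more JC-1 retained so stronger ABCB1 efflux block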
Target sequence (P08183 whole entry, looked up): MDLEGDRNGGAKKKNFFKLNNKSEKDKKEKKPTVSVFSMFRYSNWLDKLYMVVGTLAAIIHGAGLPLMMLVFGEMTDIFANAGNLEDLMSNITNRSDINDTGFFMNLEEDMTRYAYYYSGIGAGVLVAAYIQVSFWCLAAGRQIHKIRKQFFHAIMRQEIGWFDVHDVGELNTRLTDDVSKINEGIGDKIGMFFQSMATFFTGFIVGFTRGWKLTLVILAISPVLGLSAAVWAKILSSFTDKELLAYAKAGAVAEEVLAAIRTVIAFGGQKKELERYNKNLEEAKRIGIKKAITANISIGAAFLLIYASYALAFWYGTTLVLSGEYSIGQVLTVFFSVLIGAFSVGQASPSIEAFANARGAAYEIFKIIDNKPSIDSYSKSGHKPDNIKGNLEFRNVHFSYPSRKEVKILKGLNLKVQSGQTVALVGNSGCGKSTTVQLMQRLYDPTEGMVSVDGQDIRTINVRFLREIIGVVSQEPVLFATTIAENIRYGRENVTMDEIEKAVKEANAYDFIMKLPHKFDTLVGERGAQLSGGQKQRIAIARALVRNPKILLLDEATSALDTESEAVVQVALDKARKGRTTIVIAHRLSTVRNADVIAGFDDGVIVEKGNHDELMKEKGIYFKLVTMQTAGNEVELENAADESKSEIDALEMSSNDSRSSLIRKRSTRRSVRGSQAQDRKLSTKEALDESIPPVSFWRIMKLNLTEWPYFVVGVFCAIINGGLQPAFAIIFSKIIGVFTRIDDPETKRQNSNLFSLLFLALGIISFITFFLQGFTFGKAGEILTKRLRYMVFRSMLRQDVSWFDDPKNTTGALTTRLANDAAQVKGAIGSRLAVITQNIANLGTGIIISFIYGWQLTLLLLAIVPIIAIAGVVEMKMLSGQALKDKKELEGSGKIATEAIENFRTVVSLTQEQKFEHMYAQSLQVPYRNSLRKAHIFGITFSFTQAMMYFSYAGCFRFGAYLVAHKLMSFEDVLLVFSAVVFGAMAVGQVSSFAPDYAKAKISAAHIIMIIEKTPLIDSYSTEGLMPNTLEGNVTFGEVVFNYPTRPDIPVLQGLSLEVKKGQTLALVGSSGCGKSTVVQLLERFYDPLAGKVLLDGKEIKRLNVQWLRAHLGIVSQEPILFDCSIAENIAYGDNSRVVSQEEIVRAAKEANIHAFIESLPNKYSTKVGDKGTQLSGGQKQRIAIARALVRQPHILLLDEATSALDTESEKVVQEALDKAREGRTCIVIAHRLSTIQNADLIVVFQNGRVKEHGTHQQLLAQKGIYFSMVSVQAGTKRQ
Cdc42 wt – changes GTP binding to wildtype human Cdc42. P60953. GST-Cdc42 beads, Bodipy-GTP binding, flow cytometry; actives lie on both sides. percent activity (GTP binding), % at 10 µM. 190,000 tested, 0.2% active. AID 761;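 active = percent activity GTP binding at least 20 points away from the 100% baseline, either down as inhibitor or up as activator; inconclusive = compound flagged as likely green fluorescent from well-wide comparison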;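 note: median bead fluorescence of bound Bodipy-FL-GTP at 100 nM; 0% = excess unlabeled GTP control and 100% = no compound control; below 100% means less GTP binding so inhibitor and above means activator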
Rac1 mut GTP – alters GTP binding to activated mutant human Rac1; percent activity (GTP binding), % at 10 µM; GST-Rac1 activated beads, fluorescent GTP binding, flow cytometry; actives lie on both sides; 100% means binding = to untreated wells; P63000; 190,000 tested, 0.11% active;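 active = GTP binding at least 20 percentage points away from the 100% baseline, in either direction, so actives lie on both sides; inconclusive = Compound likely fluorescent itself, or too few beads counted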
Avidin bead fluor – compound fluoresces at 488/530 nm on avidin beads | fluorescence (KMESF) at 10 µM | 220,000 tested, 0.38% active | AID 1775 | compound fluorescence 488/530 nm, flow cytometry; hits give high values; in the data active = fluorescence above about 47; note: inactives centre near 10
GSH fluor – compound fluoresces at 488/530 nm on GSH beads. GSH beads flow cytometry, compound fluorescence 488/530 nm; hits give high values. fluorescence (KMESF) at 10 µM. 190,000 tested, 0.25% active; in the data active = fluorescence above about 89;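 note: glutathione beads carrying GST-tagged Bcl family fusion proteins plus one bare bead set; values are compound well signal with DMSO vehicle wells as background; inactives centre near 16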
Numbers without * were called inactive; ? = inconclusive; · = not tested or not shown.

Sequence of screens – Pf gametocyte, Rab7 wt modul, Rac1 wt GTP bind, Rab2A wt mod, ABCG2 inh, HRas wt GTP, ABCB1 block, Cdc42 wt, Rac1 mut GTP, Avidin bead fluor, GSH fluor
COCc1cc(=O)n2c(-c3ccccc3OC)n[nH]c2n1
 : ·, 94, 93, 95, 0, 93, 0.0, 95, 94, 19, 12
CNc1cc(CSC)nc(SCc2ccc(Cl)c(Cl)c2)n1
 : ·, 100, 103, 101, 2, 102, 0.2, 103, 99, 6, 20
COCCCNC(=O)COc1ccc(Cl)c(C)c1
 : -12, 102, 106, 104, 3, 104, -0.2, 102, 101, 23, 19
O=C1C2N=NN(CC(=O)N3N=C(c4cccc5ccccc45)CC3c3ccccc3)C2C(=O)N1c1ccccc1 (stereo not drawn)
 : ·, 99, 104, 99, -4, 100, -0.4, 99, 98, 13, 11
CCOc1cccc(-c2nnc3sc(-c4ccco4)nn23)c1
 : -28, 96, 104, 102, 4, 101, -0.2, 103, 100, 7, 65
Cc1cccc(C)c1NC(=O)c1ccc(-c2ccc(Cl)cc2Cl)o1
 : ·, 101, 102, 97, 6, 101, 0.5, 102, 97, 38, 26
COc1ccc(COC(=O)N/N=C(\C)CC(=O)Nc2c(C)cc(C)cc2C)cc1
 : ·, 102, 101, 103, 3, 103, 0.7, 100, 99, 10, 22
C/C(=N\NC(=O)c1ccc(OC2CCCC2)cc1)c1ccc(C)s1
 : 17, 106, 106, 101, 1, 104, 0.0, 105, 99, 12, 59
COc1ccc(NC(=O)CSc2nnnn2Cc2ccccc2)cc1
 : 2, 100, 101, 99, 3, 98, 0.3, 95, 94, 10, 26
Cc1ccc(CC2C(=O)N(c3ccc(C)cc3)C(=O)C2C)cc1 (stereo not drawn)
 : 7, 106, 101, 102, -2, 102, 0.1, 94, 95, 9, 25
CSc1nc2nc(-c3ccccc3)cc(C(F)(F)F)n2n1
 : ·, 95, 94, 96, 2, 96, 0.0, 97, 95, 37, 12
Cc1cc(C)cc(NC(=O)c2ccc(S(=O)(=O)C(F)F)cc2)c1
 : 23, 101, 106, 101, 3, 101, -0.1, 103, 101, 15, 15
CCOC(=O)C(/C(C)=N/NC(=O)C1CC1c1ccccc1)C(C)C (stereo not drawn)
 : 14, 99, 105, 102, 2, 101, 0.2, 100, 101, 15, 10
CCOC(=O)c1sc2nc3c(cc2c1N)C(=O)CC(C)(C)C3
 : -5, 99, 106, 100, 30, 101, 1.2, 101, 98, 6, 25
O=C(COC(=O)COc1ccccc1[N+](=O)[O-])NC1CCCC1
 : ·, 106, 102, 101, 7, 102, 0.5, 99, 98, 10, 13
CCNc1nc(NCC)nc(-n2nc(C)cc2C)n1
 : -25, 100, 104, 100, 3, 100, 0.8, 101, 99, 13, 7
OCCN(Cc1ccccc1)CC1CCCCC1
 : ·, 99, 101, 98, 2, 101, 0.6, 101, 96, 15, 27
CCN(C(=O)CSc1nnc(-c2ccccc2Cl)n1C1CCCC1)C1CCS(=O)(=O)C1 (stereo not drawn)
 : ·, 96, 101, 98, -2, 100, -0.3, 98, 98, 12, 10
Cc1cccc(C)c1OCC(O)CNC(C)C (stereo not drawn)
 : ·, 100, 100, 100, 7, 101, 0.8, 102, 98, 2, 40
CCc1c(C#N)c(SCCC(=O)Nc2cccc(OC)c2)nc2c1C(=O)CC(C)(C)C2
 : ·, 98, 111, 99, 4, 101, 1.6, 100, 99, 14, 11
c1ccc(CSCc2nc3ccccc3[nH]2)cc1
 : -5, 102, 104, 99, 3, 102, 0.0, 99, 100, 8, 5
NC(=O)C(=O)NN=C1C2CC3CC(C2)CC1C3
 : -32, 96, 96, 94, 1, 96, 0.1, 98, 92, 9, 18
COc1cccc(-n2nnnc2SCC(=O)NCCc2ccccc2)c1
 : -1, 94, 96, 94, 2, 94, 0.2, 95, 95, 8, 49
O=C(CCCc1ccccc1)Nc1cccnc1Cl
 : 7, 99, 98, 99, 0, 100, -0.1, 99, 96, 10, 14
Cc1ccc(C2C(C#N)=C(N)Oc3c2oc(CO)cc3=O)o1 (stereo not drawn)
 : -61, 100, 101, 99, 1, 97, 0.9, 99, 98, 22, 10
C=CCn1c(N)c(S(=O)(=O)c2cccs2)c2nc3ccccc3nc21
 : ·, 97, 99, 99, 5, 98, 1.2, 100, 98, 11, 15
CCc1noc2c1/C(=N\O)CC(c1ccccc1)C2 (stereo not drawn)
 : -14, 102, 106, 100, 2, 102, 0.4, 100, 97, 9, 7
Cc1ccc(S(=O)(=O)N2CCOCC2)cc1NC(=O)CNCC1CCCCC1
 : ·, 106, 97, 99, 1, 100, 2.1, 96, 94, 10, 13
COc1ccc(C=NC(CO)C(O)c2ccc([N+](=O)[O-])cc2)cc1 (stereo not drawn)
 : 1, 97, 96, 99, 4, 100, 1.3, 101, 97, 32, 14
O=C(c1ccc(Cl)c([N+](=O)[O-])c1)N(Cc1ccccc1)C1CCS(=O)(=O)C1 (stereo not drawn)
 : 8, 100, 100, 100, 19, 98, 2.1, 102, 100, 12, 19

Part of the list above with just ABCB1 block.
| mol | ABCB1 block |
| --- | --- |
| NC(=O)C(=O)NN=C1C2CC3CC(C2)CC1C3 | 0.1 |
| COc1cccc(-n2nnnc2SCC(=O)NCCc2ccccc2)c1 | 0.2 |

The list goes on.
Sequence of screens – Pf gametocyte, Rab7 wt modul, Rac1 wt GTP bind, Rab2A wt mod, ABCG2 inh, HRas wt GTP, ABCB1 block, Cdc42 wt, Rac1 mut GTP, Avidin bead fluor, GSH fluor
COc1ccc(S(=O)(=O)N(C)CC(=O)Nc2ccc(C)cc2)cc1OC
 : -24, 100, 95, 95, 13, 95, 0.9, 95, 94, 12, 14
O=C(/C=C/c1ccco1)Nc1ccc(Oc2ccccc2)cc1
 : 4, 99, 109, 101, 0, 103, -0.3, 103, 103, 12, 15
O=c1c2c(nc3nc(CCc4ccccc4)[nH]n13)CCC2
 : 6, 102, 107, 101, 2, 103, 0.0, 102, 98, 7, 40
COc1ccc(-c2cc(C(=O)OC(C)C(=O)Nc3c(C)n(C)n(-c4ccccc4)c3=O)c3ccccc3n2)cc1 (stereo not drawn)
 : -26, 101, 105, 100, 51, 102, 7.5, 103, 99, 22, 11
COc1ccc(-c2cn(-c3ccc(C)cc3)c(=O)n2CC(=O)Nc2cccc(F)c2)cc1
 : ·, 99, 103, 101, 19, 102, 2.3, 105, 102, 35, 16
Cc1cccc(NC(=S)N/N=C/c2ccc([N+](=O)[O-])s2)c1
 : ·, 97, 100, 98, 1, 97, -0.1, 95, 95, 19, 54
Fc1ccccc1CN(CCN1CCOCC1)C(=S)Nc1ccccc1Cl
 : -11, 106, 100, 100, 0, 101, 0.4, 100, 97, 11, 16
CCOC(=O)c1c(C)[nH]c(C(=O)COC(=O)CNC(=O)c2ccc(Br)cc2)c1C
 : -8, 103, 101, 101, 24, 100, 1.6, 100, 99, 5, 17
CC(=O)C(Cl)C(=O)Nc1ccccc1 (stereo not drawn)
 : ·, 99, 94, 97, 0, 95, 0.2, 96, 94, 8, 17
CCC(=O)Nc1cc2c(cc1C(C)=O)OCCO2
 : ·, 102, 110, 105, 6, 102, -0.2, 106, 103, 23, 29
O=C(c1ccco1)N1CCN=C1SCc1cccnc1
 : -2, 97, 103, 102, 13, 100, 0.9, 104, 100, 11, 25
Fc1ccc2nc(N3CCCC3)sc2c1
 : 6, 105, 95, 101, 14, 97, 1.0, 95, 95, 8, 16
O=C(Nc1nc2ccc(Cl)cc2s1)c1ccco1
 : ·, 98, 101, 99, 2, 100, 0.0, 97, 98, 10, 34
CCOc1ccc(C(=O)COC(C)=O)cc1
 : 4, 104, 111, 102, 2, 105, 0.3, 108, 103, 13, 4
O=C(CN1CCOCC1)N/N=C/c1cc2ccccc2nc1Cl
 : ·, 98, 102, 100, 4, 101, -1.2, 101, 100, 7, 32
COC(=O)Cc1nnc(NC(=O)C(C)C)s1
 : 14, 96, 97, 97, 1, 97, 0.8, 98, 97, 10, 36
O=C(NCC1CCCO1)c1ccc(CNS(=O)(=O)c2cccc(Cl)c2)cc1 (stereo not drawn)
 : 1, 98, 100, 99, 5, 96, 0.8, 103, 99, 9, 22
CSc1nnnn1-c1ccc(C(=O)OCC(=O)N2CCOCC2)cc1
 : ·, 98, 100, 98, 1, 99, 0.3, 99, 98, 14, 21
COc1ccc(CCNC(=O)Cn2cnc3c(cnn3C(C)(C)C)c2=O)cc1OC
 : ·, 102, 106, 101, 1, 103, 0.3, 102, 103, 7, 53
Cc1ccccc1NC(=O)COc1ccc(Br)cc1CNCCCO
 : -19, 104, 101, 101, -1, 97, -0.3, 98, 95, 8, 17
CC(C)C[C@H](NS(=O)(=O)c1ccc(Br)cc1)C(=O)O
 : ·, 93, 97, 96, -1, 94, -0.4, 95, 92, 28, 25
CCCOc1ccc(C2c3c(oc4cc(C)c(C)cc4c3=O)C(=O)N2CCCN(C)C)cc1 (stereo not drawn)
 : ·, 98, 103, 100, -2, 99, -1.9, 102, 98, 8, 19
COc1ccc(CNc2ccccc2SC)cc1OC
 : -14, ?, ?, ?, 4, ?, 0.7, ?, ?, 6, 37
CCN(CC)/C(N)=N/c1nc(C)cc(C)n1
 : -18, 96, 98, 93, 4, 98, 1.9, 97, 97, 10, 20
Fc1ccc(NCc2n[nH]c(=S)n2Cc2ccccc2)cc1
 : -28, 94, 100, 95, -2, 96, -0.6, 103, 96, 27, 9
